NCI-60 one-dose screen, 48 h, at 10 µM unless noted. Numbers give growth in % (100 = growth as untreated, 0 = no growth, -100 = all killed).
SNB-19 = SNB-19 CNS cancer cells; hit rate 2.5% among 81,000; AID 1794751
SNB-75 = SNB-75 CNS cancer; hit rate 5% among 79,000
HCT-15 = HCT-15 colon cancer. hit rate 5.2% among 82,000
HCT-116 = HCT-116 colon cancer; hit rate 7.3% among 82,000
SW-620 = SW-620 colon cancer. hit rate 5.2% among 82,000
SF-295 = SF-295 CNS cancer cells; hit rate 5.6% among 79,000
KM12 = KM12 colon cancer cells | hit rate 5% among 82,000 | AID 1794800
SF-539 = SF-539 CNS cancer. hit rate 6.8% among 81,000. AID 1794752
HCC-2998 = HCC-2998 colon cancer | AID 1794799 | hit rate 4.7% among 79,000
The depositor's hits bear a star; x = not tested or not shown. The calls were made as follows: active = growth percent below 10; inactive = the rest. Rows were taken by chance; 11% or so of the library scored in one or more.

A first look, 14 compounds:
SMILES	SNB-19	SNB-75	HCT-15	HCT-116	SW-620	SF-295	KM12	SF-539	HCC-2998
CC1(C)C[C@@H]2C[C@@](C)(CN2S(=O)(=O)c2ccc(C(=O)Nc3ccc(Cl)c(S(=O)(=O)N4CCOCC4)c3)cc2)C1	68	60	68	37	90	56	77	x	97
CC1OC(CC(=O)O)Cc2c1c(O)c1c(O)cc(-c3cc(=O)c4c(=O)c5c(c(=O)c=4c3=O)CC(CC(=O)O)OC5C)c(O)c1c2O (stereo not given)	102	43	20	101	129	114	112	119	117
Cc1cc(N2CCCCCC2)nc(N2CCN(CC(=O)Nc3ccc4c(ccn4C)c3)CC2)n1	89	89	71	70	96	83	98	97	124
C/C=C\c1ccc(OCc2ccccc2)c(OC)c1	112	110	93	107	102	112	101	97	103
CC(C)OC(=O)c1c2cc(F)c(F)cc2nn1Cc1ccccc1	75	67	67	56	83	84	76	86	119
Clc1ccc2c(N3CCN(c4ccnc(Cl)n4)CC3)ccnc2c1	82	96	78	52	96	97	95	96	100
Cc1ccc(C2CC(C(F)(F)F)n3nc(C(=O)N4CCN(C(c5ccccc5)c5ccccc5)CC4)cc3N2)cc1 (stereo not given)	96	79	63	66	91	64	96	96	97
COC(=O)c1nc(=S)[nH]c(C(=O)OC)c1C(=O)c1ccc([N+](=O)[O-])cc1	101	125	98	119	106	97	102	103	114
O=C(O)CNC(=O)CNC(=O)c1ccccc1	110	82	102	103	102	107	109	100	121
Cc1ccc2nc(-c3ccc(OCC(=O)N=Nc4c(O)[nH]c5ccc(Cl)cc45)cc3)[nH]c2c1	93	93	102	90	92	99	90	101	97
CCc1ccccc1-c1nc(CN[C@@H]2C[C@@H]3C[C@H]([C@H]2C)C3(C)C)c(C)o1	-82*	-68*	-71*	-82*	-44*	-94*	-87*	-96*	-84*
CCCCOc1nc2ccc(Cl)cc2cc1/C=C/c1cc(/C=C/c2cc3cc(Cl)ccc3nc2OCCCC)[nH]n1	102	105	103	109	104	104	103	95	107
Cc1ccc2[nH]c(O)c(N=Nc3nc(-c4ccc(Cl)cc4)c(C#N)c(=O)[nH]3)c2c1	102	88	101	99	96	97	103	99	112
COc1ccc(OC)c(/C=C2/C(=O)/C(=C/c3cc(OC)ccc3OC)C3CCC2N3C)c1	86	81	71	72	85	95	86	101	128

All compounds of this part, from the start:
SMILES	SNB-19	SNB-75	HCT-15	HCT-116	SW-620	SF-295	KM12	SF-539	HCC-2998
CC1(C)C[C@@H]2C[C@@](C)(CN2S(=O)(=O)c2ccc(C(=O)Nc3ccc(Cl)c(S(=O)(=O)N4CCOCC4)c3)cc2)C1	68	60	68	37	90	56	77	x	97
CC1OC(CC(=O)O)Cc2c1c(O)c1c(O)cc(-c3cc(=O)c4c(=O)c5c(c(=O)c=4c3=O)CC(CC(=O)O)OC5C)c(O)c1c2O (stereo not given)	102	43	20	101	129	114	112	119	117
Cc1cc(N2CCCCCC2)nc(N2CCN(CC(=O)Nc3ccc4c(ccn4C)c3)CC2)n1	89	89	71	70	96	83	98	97	124
C/C=C\c1ccc(OCc2ccccc2)c(OC)c1	112	110	93	107	102	112	101	97	103
CC(C)OC(=O)c1c2cc(F)c(F)cc2nn1Cc1ccccc1	75	67	67	56	83	84	76	86	119
Clc1ccc2c(N3CCN(c4ccnc(Cl)n4)CC3)ccnc2c1	82	96	78	52	96	97	95	96	100
Cc1ccc(C2CC(C(F)(F)F)n3nc(C(=O)N4CCN(C(c5ccccc5)c5ccccc5)CC4)cc3N2)cc1 (stereo not given)	96	79	63	66	91	64	96	96	97
COC(=O)c1nc(=S)[nH]c(C(=O)OC)c1C(=O)c1ccc([N+](=O)[O-])cc1	101	125	98	119	106	97	102	103	114
O=C(O)CNC(=O)CNC(=O)c1ccccc1	110	82	102	103	102	107	109	100	121
Cc1ccc2nc(-c3ccc(OCC(=O)N=Nc4c(O)[nH]c5ccc(Cl)cc45)cc3)[nH]c2c1	93	93	102	90	92	99	90	101	97
CCc1ccccc1-c1nc(CN[C@@H]2C[C@@H]3C[C@H]([C@H]2C)C3(C)C)c(C)o1	-82*	-68*	-71*	-82*	-44*	-94*	-87*	-96*	-84*
CCCCOc1nc2ccc(Cl)cc2cc1/C=C/c1cc(/C=C/c2cc3cc(Cl)ccc3nc2OCCCC)[nH]n1	102	105	103	109	104	104	103	95	107
Cc1ccc2[nH]c(O)c(N=Nc3nc(-c4ccc(Cl)cc4)c(C#N)c(=O)[nH]3)c2c1	102	88	101	99	96	97	103	99	112
COc1ccc(OC)c(/C=C2/C(=O)/C(=C/c3cc(OC)ccc3OC)C3CCC2N3C)c1	86	81	71	72	85	95	86	101	128
COc1cc(-c2ccc[nH]2)[nH]c1/C=C1\N=C(C)C(C(=O)CCC(=O)Nc2ccc(-c3c4nc(c(-c5ccccc5)c5ccc([nH]5)c(-c5ccccc5)c5nc(c(-c6ccccc6)c6ccc3[nH]6)C=C5)C=C4)cc2)=C1C	92	88	97	106	98	x	104	100	101
CCCCN1CCN(c2ccc3nc(-c4ccc5nc(-c6ccc(C(F)(F)F)cc6)[nH]c5c4)[nH]c3c2)CC1	-91*	-94*	-79*	-71*	-77*	-84*	-88*	-93*	-84*
CC(C)(C)NC[C@H](O)c1ccc(O)c(CO)c1	105	78	91	99	111	106	98	102	111
COc1ccc(-c2nc(/C=C3/C(=O)N(C)c4ccccc43)c3ccccn23)cc1OC	97	116	109	91	108	104	94	102	x
CNC(=O)c1cnc(C)nc1-c1cc(C(C)(C)C)c(O)c(C(C)(C)C)c1	87	68	103	96	112	89	96	92	127
NC(=O)N/N=C/C(c1ccccc1)c1ccccc1	106	98	104	102	110	102	105	106	96
CCc1ccc(C(C(=O)O)N2CCN(c3cc(C)nn3-c3ccccc3)CC2)cc1 (stereo not given)	100	x	100	101	103	99	104	99	125
O=C(CCCn1c2c(sc3ncccc32)c(=O)n2nnc(-c3ccccc3)c12)NCCc1cnc[nH]1	58	108	69	17	29	47	48	25	64
COc1c(/C=N/NC(N)=O)c(OC)c(OC)c2c1CCO2	102	88	102	108	108	107	111	104	102
CC(=O)C(N=Nc1ccc(C)cc1[N+](=O)[O-])C(=O)Nc1ccccc1 (stereo not given)	105	88	106	101	102	114	103	110	134
O=C(c1cc2cccnc2n1-c1cc(F)c(Cl)c(F)c1)N1CC(F)C1	94	82	93	97	103	90	91	98	92
O=c1cc(-c2ccccc2)oc2cc(O)ccc12	91	105	98	97	120	118	103	93	149
CC(=O)CC(=O)Nc1ccc(Cl)cc1	101	95	99	105	103	100	106	98	82
COc1ccc(CNC(=O)C2=NOC(Cc3nc4ccccc4o3)C2)cc1 (stereo not given)	102	93	95	94	105	124	94	99	100
Cc1ccc2nc(-c3ccc(N4C(=O)/C(=C/c5ccccc5Cl)N=C4c4ccccc4)cc3)sc2c1	83	81	80	80	93	64	72	90	104
COC1=CC(=O)C[C@@H](C)[C@]12Oc1c(Cl)c(OC)cc(OC)c1C2=O	96	68	77	92	82	97	65	104	76
CCCC1CCCCN1CSCC (stereo not given)	103	107	114	102	107	116	111	112	114
O=C(O)CCC(=O)/C=C/c1cc(Cl)ccc1O	112	92	107	97	102	101	105	97	115
CCc1cccc(Nc2ccn(CC(=O)NCCC(C)C)c(=O)c2)c1	92	82	105	95	105	101	106	99	121
COc1ccc(-c2nnc3sc(-c4ccccc4-c4nc5ccccc5s4)nn23)cc1	80	22	101	101	98	82	104	88	91
Cc1c(C(=O)Nc2ccc(Cl)cc2)sc(N)c1C#N	96	82	81	71	105	67	74	95	91
O=C(C1CCC1)N1N=C(c2ccc(-n3ccc(C(F)(F)F)n3)cc2)CC1c1ccc[nH]1 (stereo not given)	96	101	86	94	103	95	90	98	113

Brought forward from above: two compounds, followed by the next part.
SMILES	SNB-19	SNB-75	HCT-15	HCT-116	SW-620	SF-295	KM12	SF-539	HCC-2998
Cc1c(C(=O)Nc2ccc(Cl)cc2)sc(N)c1C#N	96	82	81	71	105	67	74	95	91
O=C(C1CCC1)N1N=C(c2ccc(-n3ccc(C(F)(F)F)n3)cc2)CC1c1ccc[nH]1 (stereo not given)	96	101	86	94	103	95	90	98	113
CSc1ccc(NC(=O)NN(c2ccccc2)C2CCS(=O)(=O)C2)cc1 (stereo not given)	101	89	103	107	107	79	100	101	110
CCOC(=O)C1=C(CSC(=S)N2CCN(c3ccc(OC)cc3)CC2)N(C)C(=O)NC1c1ccccc1 (stereo not given)	89	83	40	44	90	85	78	93	96
O=c1oc2cc(OS(=O)(=O)c3ccc(F)cc3)ccc2c2c1CCCCCC2	85	87	42	53	53	91	66	76	78
S=c1n(CN2CCCC2)nc(-c2ccccc2)n1-c1ccccc1	98	91	100	96	100	97	x	101	104
C=C(C)[C@@H]1CC[C@]2(COP(=O)(OCC)OCC)CC[C@]3(C)[C@H](CC[C@@H]4[C@@]5(C)CCCNC(C)(C)[C@@H]5CC[C@]43C)[C@@H]12	58	37	17	-69*	15	20	56	58	-27*
Nc1ccc2c(c1)C(=O)CCC2	96	97	93	95	100	102	107	88	116
Cc1ccc(-c2nn(Cc3cn(CC(=O)Nc4cc(C)nc5ccccc45)nn3)c3ncnc(N)c23)cc1	89	78	99	74	101	92	98	83	96
CCOC(=O)CSCC(=O)OCC	100	93	98	96	108	107	105	94	x
COc1cc(C2CC(c3ccc(Cl)cc3)=Nc3c(N)nc(N)nc3N2)ccc1Oc1nc(Nc2ccc(F)cc2)nc(N(C)C)n1 (stereo not given)	48	34	25	-5.4*	36	53	32	64	-3.4*
O=C(N=Nc1c(O)[nH]c2ccc(Br)cc12)c1cc(-c2ccccc2)on1	102	58	103	106	103	97	100	98	103
COc1ccc2c(c1)c(CC(=O)[Se]CC(=O)O)c(C)n2C(=O)c1ccc(Cl)cc1	41	101	93	98	113	11	101	67	119
O=c1[nH]c(SCc2ccccc2)nc2nc(Nc3ccc(NC(=S)Nc4ccccc4)cc3)nc(-c3ccc(O)cc3O)c12	87	85	108	102	97	101	89	92	99
CC1(C)CC[C@]2(CO)CC[C@]3(C)C(=CC[C@@H]4[C@@]5(C)C/C(=C/c6cccnc6)[C@H](O)C(C)(C)[C@@H]5CC[C@]43C)[C@@H]2C1	83	112	80	58	87	77	86	99	99
O=C(Nc1ccc(OCc2ccc(Br)cc2)cc1)c1ccc2nc(NC(=O)c3ccc(NCCc4ccccc4)c([N+](=O)[O-])c3)sc2c1	102	89	82	92	102	106	101	96	105
O=C(Nc1ccc(Cl)cc1)OCCSc1nc2ccccc2s1	94	87	94	107	105	102	108	101	93
CCCCCCCCCCCCCC(=O)Sc1ccccc1C(=S)S	98	110	107	93	99	100	100	102	105
Cc1cccc(NC(=O)Nc2ccc(Oc3ncnc4sc5c(c34)CCCC5)cc2)c1	72	52	75	62	103	68	37	59	104
Cc1ccc(C2=C(C#N)C3(C(=O)N(C)c4ccccc43)c3c(-c4ccccc4)nn(-c4ccccc4)c3N2)cc1 (stereo not given)	84	89	90	89	105	84	99	75	76
C/C(=C(/C)C1CC1CCN(S(=O)(=O)c1ccc(C)cc1)S(=O)(=O)c1ccc(C)cc1)c1ccccc1 (stereo not given)	87	x	93	70	93	88	101	96	101
Oc1c(Cl)cc(Cl)cc1C=NCC1CCC(CN=Cc2cc(Cl)cc(Cl)c2O)CC1 (stereo not given)	80	67	85	75	116	98	94	89	107
CCSc1nnc(NC(=O)c2nnn(-c3ccccc3)c2-c2ccco2)s1	91	80	88	92	98	97	95	99	101
O=C(NN1C(=O)CSC1c1cccc(Br)c1)c1ccc(NC(=O)c2ccccn2)cc1 (stereo not given)	98	82	84	97	102	85	85	103	93
CN(Cc1ccccc1)c1nc(Cl)c(C2CC(c3ccccc3)=NN2c2ccccc2)s1 (stereo not given)	100	82	94	78	101	101	90	99	93
CC(C)N1Cc2ccc([nH]2)CN(C(C)C)C1	102	111	65	94	54	99	63	109	75
Cc1ccc(C(=O)CCCCC(=O)c2ccc(C)cc2)cc1	98	x	100	92	103	109	97	101	97
COc1ccc(-c2nn(-c3cccc(Cl)c3)cc2-c2c(C#N)c(=O)n3nc(-c4ccc(N(C)C)cc4)[nH]c3c2C#N)cc1	101	91	103	96	87	92	96	99	100
C[N+](C)(CCOc1ccccc1)Cc1ccccc1	100	87	91	90	93	106	92	93	101
O=C1c2ccccc2OC=C(c2ccccc2)N1CCCCNc1ccc(F)cc1	87	91	90	59	103	86	84	100	104
O=C(COc1cccc(/C=C2/Oc3ccccc3C2=O)c1)Nc1nccs1	x	85	82	74	97	203	4.4*	65	105
O=C(Nc1cccc(Cl)c1)Nc1ccccc1Cl	102	89	94	90	89	81	90	104	100

High-throughput results: PubChem BioAssay, NCI
